MsrA act: activates bovine MsrA enzyme; purified bovine MsrA, absorbance read-out; activation, % at 10.6 µM; actives 0.3% (n = 360,000); AID 602163; in the data active means activation above about 7.5%;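 further: 0% = vehicle and 100% = reference activator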
Rin1 Abl inh: inhibitors of human Rin1-Abl protein interaction | P00519+Q13671 | TR-FRET Rin1/Abl binding, biochemical | inhibition, % at 7.35 µM | actives 0.4% (n = 360,000); in the data active means inhibition above about 5%, passing the limit was not always enough
eLon inh: E. coli protease La inhibition | P0A9M0 | purified E. coli Lon protease, fluorescence polarization | actives 0.42% (n = 360,000) | AID 602123 | inhibition, % at 7.94 µM; in the data active means inhibition above about 13%, passing the limit was not always enough;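 further: 0% = enzyme with probe and DMSO and 100% = no enzyme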
MT1-MMP act inh: inhibitors of human MT1-MMP activation; P50281; HT1080 RFP-PRO-GFP cells, GFP/RFP ratio fluorescence, overnight; percent of plate control window, DMSO zero; GFP/RFP ratio change, % at 20 µM; actives 0.061% (n = 360,000);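 active means GFP/RFP ratio change of at least 30% with cell ATP level not reduced by more than half and red fluorescence within 50% of control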; further: strong numbers were not always called active
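Assay system – RFP-PRO-GFP reporter HT1080 cells · Compound dosing – single dose of 20 µM compound, 1% DMSO final · Incubation – overnight compound exposure at 37 °C · Measure – GFP/RFP fluorescence ratio · Benchmarks – DMSO wells and RFP-L50D-GFP cells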
SKN-1 block: C. elegans SKN-1 inhibition | actives 0.49% (n = 360,000) | C. elegans VP596 Pgst-4::GFP/RFP ratio, acrylamide-induced, 24 h | AID 624304 | inhibition, % at 21.8 µM;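 active means interference check ratio from 0.5 to 1.5 plus GFP to RFP signal ratio inhibition reaching or exceeding a fixed threshold, cut at about 30% in these data, passing the limit was not always enough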; further: some compounds called inactive have numbers as strong as hits
CendR NRP1 mod: NRP-1/CendR interaction modulation | FAM-RPARPAR peptide binding to NRP-1, fluorescence polarization | inhibition, % at 25 µM | actives 0.85% (n = 360,000) | AID 602438;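 active means inhibition or corrected inhibition above about 18%, plus a signal ratio from 0.5 to 1.5, limit read from the data, passing the limit was not always enough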; further: strong numbers were not always called active
Neddylation inh: inhibitors of human cullin neddylation. TR-FRET cullin neddylation, biochemical. P61081+Q13564. calls only at 25 µM. actives 0.58% (n = 360,000); in the data active means inhibition above about 36%
FAS TE block: FAS thioesterase (human) inhibition; actives 0.67% (n = 360,000); recombinant FAS-TE, OMFH fluorogenic substrate, fluorescence endpoint; inhibition, % at 15 µM; P49327;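 active means compounds whose normalised, plate-corrected inhibition of enzyme fluorescence in the single-dose primary screen is 50% or more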;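 further: 0% = DMSO with enzyme and 100% = substrate without enzyme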
PABP1 MLLE inh: blocks PAM2 peptide binding to the PABP1 MLLE domain. AID 588489. GST-MLLE / FITC-PAM2 fluorescence polarization. inhibition, % at 20 µM. P11940. actives 0.36% (n = 360,000); in the data active means inhibition above about 35%, passing the limit was not always enough;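 further: plate controls were DMSO wells with GST-MLLE for no effect and wells lacking GST-MLLE protein for full effect; some results filed as inactive read as strong as hits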
An asterisk follows results filed as active; i = inactive; x = not tested or not shown; + = active, no number.

The first 15 entries, ahead of the listing:
1) COc1ccccc1-n1cnnc1SCC(=O)Nc1cccc(S(N)(=O)=O)c1
2) O=c1c(Cl)c(Cl)cnn1-c1ccccc1
3) Cc1ccc(S(=O)(=O)N2CCN(c3ncnc4scc(-c5ccccc5)c34)CC2)cc1
4) O=S(=O)([N-]c1nc2ccccc2nc1-n1cc[n+](Cc2ccccc2)c1)c1ccccc1
5) CC(=O)OCc1c(C(F)(F)F)nn(C)c1Oc1cccc(C(F)(F)F)c1
6) CCCOC1CCCN(C(=O)c2ccc(OC3CCN(C(=O)COC)CC3)cc2)C1 (configuration not stated)
7) Nc1ncnc2c1ncn2C1CCC(CO)C(O)C1 (configuration not stated)
8) Cc1cc(Nc2ccccc2)c2c([N+](=O)[O-])ccc(C)c2n1
9) COc1ccc(NC(=S)N2c3ccccc3CC2C)cc1OC (configuration not stated)
10) O=C(N1CCN(c2cccc(Cl)c2)CC1)C1(S(=O)(=O)c2ccc(Cl)cc2)CC1
11) CCOC(=O)c1c(NC(=O)COC(=O)c2ccc(O)cc2)sc(C(=O)N(C)C)c1C
12) O=C(N/N=C/c1ccc(OCC2COCCO2)cc1)c1ccc(Br)cc1 (configuration not stated)
assay / entry	1	2	3	4	5	6	7	8	9	10	11	12
MsrA act	-3	1	3	-2	-9	-6	-5	-4	-2	-1	-1	-3
Rin1 Abl inh	1	3	3	-1	2	-1	-3	0	3	4	5	-5
eLon inh	1	-7	-11	-5	3	-4	4	-1	1	5	1	1
MT1-MMP act inh	-4	-39	-6	-5	1	4	1	16	5	-5	-4	0
SKN-1 block	-6	-1	0	7	-24	17	1	-1	-8	2	10	9
CendR NRP1 mod	4	-5	9	-3	0	8	-5	2	14	6	-4	-11
Neddylation inh	i	i	i	+	i	i	i	i	i	i	i	i
FAS TE block	-2	3	52*	-1	5	-5	-11	2	-1	20	8	1
PABP1 MLLE inh	-40	-1	6	10	-5	5	1	-1	-6	-4	-1	2

13) COc1ccc(Cl)cc1NC(=O)NC1CCCCC1
14) Cc1ccc(-n2c(CSc3nc(C)cc(C)n3)nnc2SCC(=O)NCc2ccco2)cc1
15) CS(=O)(=O)N1CCN(c2ccc([N+](=O)[O-])c(N3CCOCC3)c2)CC1
assay / entry	13	14	15
MsrA act	0	-2	1
Rin1 Abl inh	1	-3	-7
eLon inh	0	-6	-5
MT1-MMP act inh	0	-4	5
SKN-1 block	9	0	-4
CendR NRP1 mod	-11	3	28*
Neddylation inh	i	i	i
FAS TE block	11	-6	2
PABP1 MLLE inh	12	-8	-5

The list itself, repeating the preview:
1) COc1ccccc1-n1cnnc1SCC(=O)Nc1cccc(S(N)(=O)=O)c1
2) O=c1c(Cl)c(Cl)cnn1-c1ccccc1
3) Cc1ccc(S(=O)(=O)N2CCN(c3ncnc4scc(-c5ccccc5)c34)CC2)cc1
4) O=S(=O)([N-]c1nc2ccccc2nc1-n1cc[n+](Cc2ccccc2)c1)c1ccccc1
5) CC(=O)OCc1c(C(F)(F)F)nn(C)c1Oc1cccc(C(F)(F)F)c1
6) CCCOC1CCCN(C(=O)c2ccc(OC3CCN(C(=O)COC)CC3)cc2)C1 (configuration not stated)
7) Nc1ncnc2c1ncn2C1CCC(CO)C(O)C1 (configuration not stated)
8) Cc1cc(Nc2ccccc2)c2c([N+](=O)[O-])ccc(C)c2n1
9) COc1ccc(NC(=S)N2c3ccccc3CC2C)cc1OC (configuration not stated)
10) O=C(N1CCN(c2cccc(Cl)c2)CC1)C1(S(=O)(=O)c2ccc(Cl)cc2)CC1
assay / entry	1	2	3	4	5	6	7	8	9	10
MsrA act	-3	1	3	-2	-9	-6	-5	-4	-2	-1
Rin1 Abl inh	1	3	3	-1	2	-1	-3	0	3	4
eLon inh	1	-7	-11	-5	3	-4	4	-1	1	5
MT1-MMP act inh	-4	-39	-6	-5	1	4	1	16	5	-5
SKN-1 block	-6	-1	0	7	-24	17	1	-1	-8	2
CendR NRP1 mod	4	-5	9	-3	0	8	-5	2	14	6
Neddylation inh	i	i	i	+	i	i	i	i	i	i
FAS TE block	-2	3	52*	-1	5	-5	-11	2	-1	20
PABP1 MLLE inh	-40	-1	6	10	-5	5	1	-1	-6	-4

11) CCOC(=O)c1c(NC(=O)COC(=O)c2ccc(O)cc2)sc(C(=O)N(C)C)c1C
12) O=C(N/N=C/c1ccc(OCC2COCCO2)cc1)c1ccc(Br)cc1 (configuration not stated)
13) COc1ccc(Cl)cc1NC(=O)NC1CCCCC1
14) Cc1ccc(-n2c(CSc3nc(C)cc(C)n3)nnc2SCC(=O)NCc2ccco2)cc1
15) CS(=O)(=O)N1CCN(c2ccc([N+](=O)[O-])c(N3CCOCC3)c2)CC1
16) COc1cc(C=C(C#N)C(=O)c2ccccc2)cc(OC)c1OC
17) Cc1ccc(C(=O)Nc2ncnc3sc4c(c23)CCCCC4)cc1
18) COc1ccccc1N(CC(=O)NCc1ccccc1)C(=O)CCC(=O)Nc1ccccn1
19) Cc1ccc2oc(=O)n(CC(=O)N3CCOCC3)c2c1
20) Cc1c(C(=O)N2CCN(C/C=C/c3ccccc3)CC2)oc2c(F)cccc12
assay / entry	11	12	13	14	15	16	17	18	19	20
MsrA act	-1	-3	0	-2	1	-4	-2	-6	-3	-2
Rin1 Abl inh	5	-5	1	-3	-7	0	3	0	2	2
eLon inh	1	1	0	-6	-5	-6	-4	-9	4	-3
MT1-MMP act inh	-4	0	0	-4	5	-1	6	3	1	-1
SKN-1 block	10	9	9	0	-4	8	-3	16	-2	-20
CendR NRP1 mod	-4	-11	-11	3	28*	-1	-54	-6	9	-6
Neddylation inh	i	i	i	i	i	i	i	i	i	i
FAS TE block	8	1	11	-6	2	0	21	-7	-7	20
PABP1 MLLE inh	-1	2	12	-8	-5	19	1	-9	-9	-6

21) CCNC(=O)CN(c1ccc(Cl)cc1)S(=O)(=O)c1ccccc1
22) CCc1cc(/C(Cc2cscn2)=N\O)c(O)cc1O
23) O=C1NCN(c2ccccc2)C12CCN(CCCC(c1ccc(F)cc1)c1ccc(F)cc1)CC2
24) O=C(CN(Cc1ccccc1)C(=O)CNS(=O)(=O)c1ccccc1)NCc1ccco1
25) Cc1ccccc1NC(=O)c1cccc(C(=O)Nc2ccccc2C)c1
26) O=C(Cc1cccc(NC(=O)C2CCN(C(=O)c3ccccc3)CC2)c1)Nc1cccc(C(=O)N2CCCCC2)c1
27) CCS(=O)(=O)N1Cc2ccccc2CC1C(=O)Nc1nnc(SCc2ccc(C#N)cc2)s1 (configuration not stated)
28) Cc1oc(-c2cccc(Cl)c2)nc1CN1CCC(C(=O)NCc2ccco2)CC1
29) CCOc1ccc(OCCN2CCCCC2)cc1
30) COc1ccc(-c2cnc(SCC(=O)Nc3cc(C)on3)n2Cc2ccco2)cc1
assay / entry	21	22	23	24	25	26	27	28	29	30
MsrA act	-1	-5	-2	0	-2	-2	-3	0	-5	-9
Rin1 Abl inh	1	-1	-1	1	1	-1	1	2	0	0
eLon inh	-2	-8	-5	3	-3	-7	-4	-3	-4	-3
MT1-MMP act inh	1	4	-6	1	-2	0	3	4	4	0
SKN-1 block	-13	-4	6	-15	18	2	4	-5	3	-6
CendR NRP1 mod	-7	14	-2	9	8	0	-8	-17	-16	-5
Neddylation inh	i	i	i	i	i	i	i	i	i	i
FAS TE block	-11	-23	26	-4	-3	-6	16	-5	-5	5
PABP1 MLLE inh	-11	5	3	4	-2	-8	-16	8	0	-6

31) CCCCn1c(SCC(=O)c2c(N)n(C3CC3)c(=O)[nH]c2=O)nc2cc(S(N)(=O)=O)ccc21
32) Nc1ccccc1/C=N\N=C/c1ccccc1N
33) CCCN(CCC)S(=O)(=O)c1ccc(C(=O)Nc2nnc(CSC)o2)cc1
34) Cn1c(=O)c2c(nc(CN3CCOCC3)n2CC(=O)c2ccccc2)n(C)c1=O
35) Cc1ccc(NC(=O)COc2ccccc2C#N)cc1S(=O)(=O)N1CCCCCC1
36) COc1ccc(-c2nc(CN3CCN(Cc4cccc(Cl)c4)CC3)c(C)o2)cc1
37) COc1ccc(OC)c(NC(=O)C2CCN(C(=O)C3CC(=O)N(c4ccc(C)cc4)C3)CC2)c1 (configuration not stated)
38) Cc1ccc(C(=O)OCC(=O)Nc2cccc(Cl)c2C)c(O)c1
39) Cc1ccc2ccccc2c1C(O)c1ncc(-c2ccc(Cl)cc2)[nH]1 (configuration not stated)
40) CCc1ccc(CNC(=O)c2ccc3nc(C4CCCCC4)oc3c2)nc1
assay / entry	31	32	33	34	35	36	37	38	39	40
MsrA act	-3	-11	4	-5	-1	0	-1	-6	-8	-2
Rin1 Abl inh	0	0	5	-2	7	0	-1	0	4	1
eLon inh	-7	26*	-4	-2	0	-5	-5	9	11	-2
MT1-MMP act inh	-4	x	-3	4	4	1	2	8	-1	0
SKN-1 block	0	-6	3	1	-15	10	0	1	13	10
CendR NRP1 mod	1	-14	5	-1	2	-7	6	-8	-7	-2
Neddylation inh	i	i	i	i	i	i	i	i	i	i
FAS TE block	-1	-1	4	-6	27	9	-2	-2	14	-8
PABP1 MLLE inh	-25	0	6	11	-13	7	-8	9	5	-2

41) O=C1CCN(Cc2ccco2)C(=S)N1
42) CCc1noc(C)c1C(=O)N1CCCC(Nc2cccc(F)c2)C1 (configuration not stated)
43) NC(CO)c1csc(NC(=O)Nc2ccccc2Cc2ccccc2)n1 (configuration not stated)
44) Cc1cccn2c(CNCC3(c4ccccc4)CCCC3)c(C(=O)N3CCOCC3)nc12
45) CCOc1ccccc1N1C(=O)CC(Sc2ccccc2N)C1=O (configuration not stated)
46) C=CCNC(=O)C(=O)c1cccn1-c1ccsc1C(=O)OC
47) O=C(CCCN1C(=O)/C(=C/c2ccc3c(c2)OCO3)SC1=S)Nc1ccc(C(=O)O)cc1
48) COc1ccc(/C=N/NC(=O)c2cccc(NC(=O)c3ccccc3)c2)c(C(=O)O)c1OC
49) CCc1ccc(OCC(=O)O/N=C(\N)c2ccncc2)cc1
50) CCCCc1ccc(CC(=O)Nc2cc(S(=O)(=O)N3CCOCC3)ccc2O)cc1
51) CCOc1ccc(CCNC(=O)CSc2nnnn2C)cc1OCC
assay / entry	41	42	43	44	45	46	47	48	49	50	51
MsrA act	-3	1	-6	-5	1	-3	-2	-5	-2	-1	-1
Rin1 Abl inh	0	1	-3	6	-1	0	3	-6	3	1	1
eLon inh	-1	5	5	-4	-7	-4	-42	-2	-5	-9	-3
MT1-MMP act inh	2	3	2	-14	1	3	1	2	5	5	0
SKN-1 block	-3	-1	-5	-2	20	22	-9	1	0	20	7
CendR NRP1 mod	15	-5	7	3	13	14	-55	2	3	-4	8
Neddylation inh	i	i	i	i	i	i	i	i	i	i	i
FAS TE block	-2	-2	-8	-2	-2	-9	-6	-8	3	16	-5
PABP1 MLLE inh	-9	-7	7	-8	1	-4	-22	1	0	27	-45

Source: PubChem BioAssay
